RmlCD inh 1536: blocks M. tuberculosis RmlC and RmlD coupled enzymes; P9WH09+P9WH11; RmlC+RmlD coupled enzyme assay, percent inhibition; primary screen in compound mixtures; inhibition, % at 3.6 µM; 0.03% of 160,000 active; AID 1533; in the data active means inhibition mostly above about 34%, no sharp cut-off; further: some results filed as inactive read as strong as hits
Target sequence (P9WH09 whole entry, looked up): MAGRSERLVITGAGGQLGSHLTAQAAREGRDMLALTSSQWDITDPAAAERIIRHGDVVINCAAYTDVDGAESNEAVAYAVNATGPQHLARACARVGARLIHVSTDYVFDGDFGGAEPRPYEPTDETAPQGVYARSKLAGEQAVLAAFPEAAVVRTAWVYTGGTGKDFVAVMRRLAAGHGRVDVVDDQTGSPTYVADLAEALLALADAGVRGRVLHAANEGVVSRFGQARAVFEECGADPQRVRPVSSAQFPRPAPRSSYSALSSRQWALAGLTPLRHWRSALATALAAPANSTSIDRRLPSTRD
Target sequence (P9WH11 whole entry, looked up): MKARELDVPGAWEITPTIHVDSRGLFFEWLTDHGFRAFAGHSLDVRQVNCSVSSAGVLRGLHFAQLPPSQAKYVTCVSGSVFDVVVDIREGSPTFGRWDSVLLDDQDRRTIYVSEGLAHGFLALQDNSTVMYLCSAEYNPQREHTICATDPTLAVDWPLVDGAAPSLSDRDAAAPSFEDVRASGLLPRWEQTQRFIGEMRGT
M. tuberculosis GlmU: inhibition of mycobacterial GlmU enzyme – biochemical, glucosamine-1-phosphate acetyltransferase (AID 1376) | M. tuberculosis GlmU acetyltransferase enzyme assay; higher % means a stronger effect | inhibition, %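 (tested at 30 µM in the primary screen)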, or IC50 in µM where a hit was titrated | 0.25% of 220,000 active; in the data active means inhibition above about 13%;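 further: 0% = complete reaction with vehicle and 100% = reaction without substrate; strong numbers were not always called active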
The depositor's hits bear a star; · = no result given. This is a subset; count on the stated rates, not on these rows.

SMILES	RmlCD inh 1536	M. tuberculosis GlmU
CN(C)C(=O)N1CCCC(C(=O)NCc2ccc(F)cc2Cl)C1 (configuration not stated)	·	-4.4%
COCCN1Cc2cccc(C(=O)NC(C)c3cccs3)c2C1=O (configuration not stated)	-3.2	-1.5%
CCN1CCN(S(=O)(=O)Cc2ccccc2)CC1	2.8	-3.0%
COc1ccc(-c2ccc3oc(-c4ccc(OC)cc4)c(-c4ccc(OC)cc4)c3c2)cc1	·	-3.9%
CCCc1cc(=O)[nH]c(SCC(=O)N2CCN(c3ccccc3)CC2)n1	7.1	0.5%
Cc1cc(C)c(C#N)c(SCc2cc3c(cc2Cl)OCO3)n1	·	5.9%
O=C(CC1SC(=O)N(c2ccccc2)C1=O)Nc1cccc2ccccc12 (configuration not stated)	·	-11.9%
Cc1ccc([N+](=O)[O-])cc1NC(=O)CCSc1ccc(Cl)cc1	-2.0	2.7%
O=C(NCc1ccco1)c1ccc(COc2ccc(Cl)cc2)cc1	9.2	-2.1%
Oc1ccccc1/C=N/N1CCCCC1	8.3	-7.0%
CCCOP(=O)(c1ccc(N(C)C)cc1)C(Nc1ccccc1)c1ccc(C)cc1 (configuration not stated)	12.6	0.2%
COc1ccc(N/N=C2/CCCCC2=O)cc1	3.4	2.3%
CC(C)c1nc(CN2CCCCC2)cc(=O)[nH]1	18.3	-1.0%
CC(=O)c1cn(CC(=O)Nc2cccc(C)c2C)c2ccccc12	9.7	0.4%
CCOC(=O)c1c(C2CC2)csc1NC(=O)COC(=O)CCS(=O)(=O)c1ccc(C)cc1	-0.5	2.1%
CCOC(=O)Cc1csc(NC(=O)c2cc(C)cc(C)c2)n1	8.2	-2.7%
CSC(=Nc1ccccc1)Nc1ccccc1	10.3	0.8%
CC1(C)CC(=O)C(C=NCCCO)=C(O)C1	·	-0.6%
NC(=O)Cc1ccc(C(=O)c2ccc(Cl)cc2Cl)s1	1.8	-0.2%
CCCCNC(=S)Nc1ccc2cn[nH]c2c1	·	1.6%
Cc1cccc(-c2nsc(SCC(=O)Nc3nccs3)n2)c1	·	-1.2%
O=C(NC1CCCC1)C(c1cccs1)N(C(=O)c1ccno1)c1ccccc1 (configuration not stated)	-5.2	-3.3%
Cc1[nH]c2ccccc2c1C(=O)C(=O)NCc1cccs1	5.8	-3.0%
COc1cccc(C(C(=O)NC2CCCCC2)N(C(=O)c2cccs2)c2ccc3c(c2)OCO3)c1 (configuration not stated)	-10.7	1.8%
N/C(=N\OC(=O)C(c1ccccc1)c1ccccc1)c1cccnc1	-8.4	1.8%
COc1ccc(Br)cc1/C=N/Nc1ccc(Cl)c(C(=O)O)c1	-5.7	0.5%
Cc1ccc(N(C(C)C(=O)O)S(=O)(=O)c2cccnc2)cc1 (configuration not stated)	-1.1	0.1%
c1ccc(OCCSc2nnc3sc4ccccc4n23)cc1	6.8	-8.4%
CC(=O)c1ccc(NC(=S)N2CC(C)CC(C)C2)cc1 (configuration not stated)	7.4	-1.4%
Cc1cc(SCC(=O)Nc2cccnc2Cl)nc2ccccc12	9.9	0.7%
O=C1CSC(=NC(=O)c2ccccc2)N1	-6.2	0.4%
O=C(CSCc1ccc([N+](=O)[O-])cc1)NCCSCc1ccccc1	-4.7	0.4%
CC(=O)c1cccc(N(CC(=O)O)S(C)(=O)=O)c1	·	0.6%
FC(F)(F)c1cnc(-c2cnc(-c3ccccn3)nc2)c(Cl)c1	43.7	·
CN(C)c1ccc(/C=N/OC(=O)Nc2ccccc2Cl)cc1	-9.6	4.4%
Cc1cc(Nc2cc(C)on2)n2ncnc2n1	6.0	1.8%
COc1cc(OC)c2ccc(=O)oc2c1C(CCN1CCCC(C)C1)c1ccc2c(c1)OCO2 (configuration not stated)	-7.2	1.3%
Cc1ccccc1N=C/C=C1/C=C(c2ccccc2)OC(C)(C)O1	·	5.1%
COc1cc(/C=C/C(=O)OC2CC3CCC2(C)C3(C)C)ccc1O (configuration not stated)	·	0.8%
CCCCCCn1cnc2c(c1=O)c1nc3ccccc3nc1n2/N=C/c1ccco1	-20.7	-2.5%
CN(C)C(=S)Nc1ccc(Cl)cc1	9.7	2.0%
Cc1cc(C=O)c(C)n1C1CC1	·	0.5%
O=C(CSc1nc2ccccc2c(=O)n1-c1cccc(C(F)(F)F)c1)NC1CC1	·	4.2%
O=C(C1CCCCC1)N(CCN1CCCC1)c1nc2ccccc2s1	-10.5	·
CC(C)(O)C(=O)N=Nc1c(O)[nH]c2ccccc12	-13.0	-1.1%

Reformatted: 16 of the compounds above
Every second line gives: RmlCD inh 1536	M. tuberculosis GlmU
- Cc1cc(SCC(=O)Nc2cccnc2Cl)nc2ccccc12
  9.9	0.7%
- O=C1CSC(=NC(=O)c2ccccc2)N1
  -6.2	0.4%
- O=C(CSCc1ccc([N+](=O)[O-])cc1)NCCSCc1ccccc1
  -4.7	0.4%
- CC(=O)c1cccc(N(CC(=O)O)S(C)(=O)=O)c1
  ·	0.6%
- FC(F)(F)c1cnc(-c2cnc(-c3ccccn3)nc2)c(Cl)c1
  43.7	·
- CN(C)c1ccc(/C=N/OC(=O)Nc2ccccc2Cl)cc1
  -9.6	4.4%
- Cc1cc(Nc2cc(C)on2)n2ncnc2n1
  6.0	1.8%
- COc1cc(OC)c2ccc(=O)oc2c1C(CCN1CCCC(C)C1)c1ccc2c(c1)OCO2 (configuration not stated)
  -7.2	1.3%
- Cc1ccccc1N=C/C=C1/C=C(c2ccccc2)OC(C)(C)O1
  ·	5.1%
- COc1cc(/C=C/C(=O)OC2CC3CCC2(C)C3(C)C)ccc1O (configuration not stated)
  ·	0.8%
- CCCCCCn1cnc2c(c1=O)c1nc3ccccc3nc1n2/N=C/c1ccco1
  -20.7	-2.5%
- CN(C)C(=S)Nc1ccc(Cl)cc1
  9.7	2.0%
- Cc1cc(C=O)c(C)n1C1CC1
  ·	0.5%
- O=C(CSc1nc2ccccc2c(=O)n1-c1cccc(C(F)(F)F)c1)NC1CC1
  ·	4.2%
- O=C(C1CCCCC1)N(CCN1CCCC1)c1nc2ccccc2s1
  -10.5	·
- CC(C)(O)C(=O)N=Nc1c(O)[nH]c2ccccc12
  -13.0	-1.1%

Next part:
SMILES	RmlCD inh 1536	M. tuberculosis GlmU
Fc1ccc(-c2cnn3c(-c4cccs4)ccnc23)cc1	3.2	-0.3%
O=C(NC12CC3CC(CC(C3)C1)C2)C12CC3CC(C1)CC(n1cnc(Cl)n1)(C3)C2	·	-3.3%
CC(C)C(=O)Nc1ccccc1C(=O)OCC(=O)c1ccc2c(c1)OCCO2	-2.0	-2.4%
CCN(CC)C(=O)c1ccc(NC(=O)COc2ccccc2F)cc1	4.2	4.7%
O=C(c1cnn2c(C(F)(F)F)cc(-c3ccco3)nc12)N1CCCCCC1	11.9	3.4%
CSc1ccccc1C(=O)NC1CCCC1	10.2	-4.1%
COC(=O)C1C(O)=C(C(C)=Nc2cccc3ccccc23)C(=O)CC1(C)C (configuration not stated)	·	-1.3%
O=C(O)c1ccc(COc2ccc3ccccc3c2/C=C2/NC(=O)N(Cc3ccc(F)cc3)C2=O)cc1	1.6	10.5%
COc1cc(/C=N/O)cc(Br)c1OCc1ccc(Cl)cc1	·	1.6%
COc1ccc(CC(=O)Nc2ccc(C(=O)Nc3nccs3)cc2)cc1OC	-6.4	2.3%
CC(=O)c1ccc(Nc2cc(C)nc3c(C)cc(C)cc23)cc1	·	-4.4%
Cc1ccc2ncccc2c1NS(=O)(=O)c1ccccc1	7.9	3.8%
COc1ccc(-c2cc(C3CCN(c4ncccc4[N+](=O)[O-])CC3)[nH]n2)cc1	-4.0	5.7%
Cc1ccccc1/C=N/Nc1nc2ccccc2[nH]1	8.6	-5.5%
COc1cc(S(=O)(=O)NCc2cccnc2)c(OC)cc1Br	-6.2	0.8%
CCc1nc(SCC(=O)O)c(C#N)cc1C	11.4	4.1%
C/C(Cn1cnc([N+](=O)[O-])n1)=N\NC(=O)c1ccccc1O	19.1	6.8%
COc1ccc2c(OC)cc(=O)n(C)c2c1	-0.3	-1.7%
Cc1cc(C)nc(/N=C(\N)Nc2ccc(S(=O)(=O)O)cc2)n1	-8.0	-1.5%
CC1CC(C)(C)n2c(O)c(N=NC(N)=S)c3cccc1c32 (configuration not stated)	-4.2	-2.8%
COc1ccc2c(c1OC)C(=O)OC2Nc1nc2ccccc2s1 (configuration not stated)	-2.9	-0.8%
O=C(O)c1cccc(NS(=O)(=O)c2cccc3cccnc23)c1	-2.1	3.2%
CN(c1ccc(C(=O)N2CCN(Cc3ccc4c(c3)OCO4)CC2)cc1)S(C)(=O)=O	-0.3	5.0%
O=C(c1cnn2c1NC(c1ccc(Br)cc1)CC2C(F)(F)F)N1CCN(C23CC4CC(CC(C4)C2)C3)CC1 (configuration not stated)	·	-6.9%
Cc1ccc(NC(=O)CCC(=O)N/N=C/c2ccco2)c(C)c1	22.7	2.8%
Cc1cc(Oc2ccc(Cl)cc2)nc(SCC(=O)c2ccccc2)n1	-16.8	-0.5%
CC(=Nc1ccc2c(c1)CCC2)c1c(O)n(-c2ccccc2)c(=O)[nH]c1=O	9.2	-3.0%
CC(=O)Nc1ccc(NC(=O)COc2c(C)cc(Br)cc2C)cc1	-10.8	4.0%
CCOC(=O)C1CCN(C(=O)C2(NC(=O)Nc3ccccc3Cl)CCCCC2)CC1	·	30.7%
CCCN(Cc1ccc(N(C)C)cc1)CC1CC1	1.5	-2.1%
CCn1c(SCC(N)=O)nc2c(c1=O)C1(CCCC1)Cc1ccccc1-2	-5.0	3.7%
CN(C)S(=O)(=O)Oc1cc(Cl)ccc1C(=O)Nc1ccc(F)cc1F	-6.2	-4.4%
CCCCOC(=O)CNc1n[nH]c(=S)[nH]c1=O	3.6	2.2%
CCOC(=O)N1CCC(NC(=O)c2ccc(CNS(=O)(=O)c3ccc(F)cc3)cc2)CC1	·	-0.1%
Cc1noc(C)c1S(=O)(=O)N(C)Cc1ccccc1	5.3	-4.5%
CCn1cnc2scc(-c3ccccc3)c2c1=O	·	-3.2%
CCNCCC(=O)N1c2ccccc2Sc2ccc(NC(=O)OCC)cc21	·	-4.5%
Cn1nc(C(=O)OCC(=O)Nc2ccc3ccccc3c2)c2ccccc2c1=O	-9.7	8.3%
CCc1ccc(OCCCC(=O)Nc2ccc(S(N)(=O)=O)cc2)cc1	8.3	-3.7%
COc1ccc(/C(O)=C2/C(=O)C(=O)N(CC3CCCO3)C2c2cccc(O)c2)cc1 (configuration not stated)	3.3	·
Cc1cccc2sc(NC(=O)C3c4ccccc4Oc4ccccc43)nc12	10.1	0.7%
COc1ccc(C2CC(c3c(Cl)cccc3Cl)n3nc(N)nc3N2)cc1 (configuration not stated)	20.9	-0.7%
N#Cc1c(NC(=O)CSc2ncc(-c3ccccc3)n2CC2CCCO2)sc2c1CCCC2 (configuration not stated)	·	-1.2%
NNC(=S)NCc1ccco1	2.3	2.8%
CCCOc1ccc(CC(=O)NCC2(c3ccccc3)CCOCC2)cc1OC	39.5	-1.5%
CC(C)(C)c1ccccc1OCCCCCNCCO	8.1	-5.7%
CN(c1ccccc1)S(=O)(=O)c1cccc(NC(=O)Cn2cnc3c2c(=O)n(C)c(=O)n3C)c1	31.6	-3.5%
COc1cc(CN2CCNC(=O)C2CC(=O)NCCC2=CCCCC2)cc(OC)c1 (configuration not stated)	7.3	-9.8%
CCOC(=O)CC(C)(C)/C(C)=N/Nc1ccc([N+](=O)[O-])cc1[N+](=O)[O-]	11.1	-5.3%
O=C(Nc1ccc(N2CCOCC2)cc1)c1ccncc1	·	0.6%
Fc1ccc(CNC(=S)NC2CCCC2)cc1	-14.1	1.6%
O=C(COc1ccc2ccccc2c1)Nc1ccc(Cc2ccncc2)cc1	18.3	3.1%
Cc1sc2ncnc(SCC(=O)NCC(C)C)c2c1C	·	-3.3%
CCN(CC)CCNC(=S)Nc1ccc(Cl)cc1	109.2	-6.5%
COC(=O)c1ccc(NC(=O)COC(=O)CSc2nc(C)cc(C)n2)cc1	·	-2.5%
COc1ccccc1C1=Nc2cccc3cccc(c23)N1	2.3	4.4%
Cc1cccc2cc(CN(Cc3ccco3)C(=O)c3ccncc3)c(=O)[nH]c12	7.5	7.9%
CCc1cc(OCCN(C)C)ccc1Cl	0.2	-2.4%
Cc1cc(OCn2ccc(C(=O)O)n2)ccc1Cl	·	1.8%
O=C(Cc1cccc2ccccc12)NN1C(=O)C2C(C1=O)C1C=CC2C12CC2 (configuration not stated)	10.8	3.7%

Further results
SMILES	RmlCD inh 1536	M. tuberculosis GlmU
Cc1ccc(NC(=S)NC2CC3CCCC(C2)N3Cc2ccco2)cc1 (configuration not stated)	18.2	-5.2%
O=C(c1cccs1)N1CCOCC1	-3.3	-0.9%
CCOC(=O)Cn1nc(-c2ccccc2)nc1-c1ccccc1	52.3	5.1%
C/C(=N\NC(=O)CCc1ccc(S(=O)(=O)N2CCOCC2)cc1)c1ccc(OC(F)F)cc1	8.5	1.1%
COc1cc(/C=N/Nc2snc(SC)c2C#N)cc(OC)c1OC	·	-2.0%
CCCCCn1c(SCC(=O)OCC)nc2cc(C(=O)NCc3ccco3)ccc2c1=O	-8.5	·
CC(C)NC(=O)CSc1nc(N)c(NC(=O)c2ccco2)c(=O)[nH]1	0.5	-2.6%
Cc1ccc2nc(Cl)c(/C=N/Nc3nc(C)cc(C)n3)c(=O)n2c1	6.2	-4.7%
Cc1ccc(CN(CCO)CCO)cc1	-0.1	-3.8%
Cc1cccc(N2CCN(C3=NC(=O)C(=C4CCCCC4)S3)CC2)c1	9.8	-4.8%
Oc1ccccc1Oc1c(F)c(F)nc(N2CCCC2)c1F	8.3	-0.2%
Clc1cccc(C2CCN(Cc3nc(CC4CC4)no3)C2)c1 (configuration not stated)	13.8	-3.8%
CC(NC(=O)C(=O)N/N=C\c1ccc([N+](=O)[O-])cc1)c1ccccc1 (configuration not stated)	3.4	-0.4%
Cc1nn(Cc2noc(C(=O)NCc3ccc(F)cc3)n2)c(C)c1Br	6.2	-1.1%
Nc1nnc(CCS(=O)(=O)c2ccc(Cl)cc2)s1	2.5	-0.8%
